# Source: PubChem BioAssay
# D3 ag: agonists of human D3 dopamine receptor; D3R DiscoveRx beta-arrestin cells, luminescence, 90 min; max activation, %; 410,000 tested, 0.58% active; in the data active = max activation above about 30%; note: 0% is about no effect; mostly tested at two doses, the higher about 12 µM
#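 Agonist mode: compounds and dopamine controls were applied to plated cells for 90 min at 37 degrees C after an overnight attachment at 1500 cells/well. Luminescent read-out followed 30 - 60 minutes at room temperature with DiscoveRx detection reagent.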
# EPAC2 agonist: activates human EPAC2 exchange factor; 360,000 tested, 0.079% active; EPAC2 activation, biochemical qHTS; response scale: 100% = 6.5 mM cAMP response; Potency, µM (top dose mostly 154 µM), without a hit: at the top dose activation, most hits filed as activators; Q8WZA2; note: potency is the fitted concentration of half-maximal effect; nearly all actives have a fitted effect of over 50% in size
# Target sequence (Q8WZA2 whole entry, looked up): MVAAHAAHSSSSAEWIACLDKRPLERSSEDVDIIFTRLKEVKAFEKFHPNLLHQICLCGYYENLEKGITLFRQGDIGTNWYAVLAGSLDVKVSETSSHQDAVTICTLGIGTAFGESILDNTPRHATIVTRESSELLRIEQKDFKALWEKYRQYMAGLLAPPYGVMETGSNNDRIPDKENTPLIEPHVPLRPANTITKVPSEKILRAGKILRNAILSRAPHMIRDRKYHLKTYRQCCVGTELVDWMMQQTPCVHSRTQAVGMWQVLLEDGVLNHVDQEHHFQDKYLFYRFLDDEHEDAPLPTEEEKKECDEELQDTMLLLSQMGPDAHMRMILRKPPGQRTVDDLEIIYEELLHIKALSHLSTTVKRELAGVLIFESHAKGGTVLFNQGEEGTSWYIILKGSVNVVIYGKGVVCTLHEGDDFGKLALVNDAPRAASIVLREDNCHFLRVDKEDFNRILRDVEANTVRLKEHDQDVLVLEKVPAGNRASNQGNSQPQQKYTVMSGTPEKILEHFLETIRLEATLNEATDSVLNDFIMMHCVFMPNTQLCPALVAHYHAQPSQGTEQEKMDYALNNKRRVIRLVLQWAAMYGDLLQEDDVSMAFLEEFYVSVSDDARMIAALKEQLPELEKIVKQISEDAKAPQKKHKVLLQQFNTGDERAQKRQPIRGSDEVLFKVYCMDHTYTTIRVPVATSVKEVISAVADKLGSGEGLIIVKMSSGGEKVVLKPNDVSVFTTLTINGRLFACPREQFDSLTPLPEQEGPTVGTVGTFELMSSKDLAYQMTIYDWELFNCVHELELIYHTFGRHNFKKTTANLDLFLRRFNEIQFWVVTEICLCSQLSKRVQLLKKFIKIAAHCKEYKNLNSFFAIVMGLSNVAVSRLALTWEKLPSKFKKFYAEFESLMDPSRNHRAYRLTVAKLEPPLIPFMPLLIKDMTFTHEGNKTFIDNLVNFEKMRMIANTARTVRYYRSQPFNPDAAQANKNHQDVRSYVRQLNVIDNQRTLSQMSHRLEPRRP
#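 Nucleotide exchange monitored as fluorescence drop when BODIPY-GDP leaves Rap1B. Reaction: 100 nM EPAC2, 250 nM RAP1B-BODIPY-GDP, 50 uM GDP, room temperature, kinetic read over 30 min. Activity expressed relative to 6.5 mM cAMP.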
# DRD3 antagonist: D3 dopamine receptor (human) antagonism. P35462. D3R cells, DiscoveRx beta-arrestin luminescence, antagonist mode; stronger effect = lower value. max response, negative = inhibition, %. 360,000 tested, 2.5% active; in the data active = max response below about -50%; inconclusive = no clear call, values can overlap the other calls; note: % is set by controls: 0 for no effect and ±100 for the full control effect; mostly tested at two doses, the higher about 12 µM
#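 Cells plated overnight at 1500 cells/well, then exposed to library compounds with dopamine controls for 90 minutes at 37 degrees C. DiscoveRx reagent added for 30–60 minutes at room temperature; luminescence read, quantitative HTS format.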
# PTHR1 ag: activates the human parathyroid hormone receptor PTHR1. Q03431. HEK293 GP2 PTHR1 cells, GloSensor cAMP luminescence, 1 h. Potency, µM (highest dose often 115 µM), inactives show at the highest dose activation, hits mostly activators. 410,000 tested, 0.075% active. AID 743266; note: potency is the fitted concentration of half-maximal effect; nearly all actives have a fitted effect of over 55% in size; some results filed as inactive show a strong effect at the top dose; inactives centre near -15; many of its hits are not listed in these tables
#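 HEK-293-derived GP2 cells expressing PTHR1 and a GloSensor cAMP reporter, 3,000/well, plated overnight, given luciferin plus IBMX (each 0.5 mM as added) for 1 h at 37 °C, then compound for 1 h at 37 °C. Luminescence was read after 15 min at room temperature.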
# CCT modulator: cytosolic chaperonin activity modulation | activity change, % (concentration not given with the values), hits read low | 360,000 tested, 0.3% active | purified chaperonin ATPase assay, HTRF ADP detection, 30 min | AID 651819; in the data active = activity change below about -30%; note: % is set by controls: 0 for no effect and ±100 for the full control effect
#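 Enzyme 40 or 20 nM (batch-dependent) in Tris pH 7.4/KCl/MgCl2/DTT; cpd 76 uM single point; ATP 10 uM; 30 min 37 °C; Transcreener ADP HTRF detection, 30 min RT; ratio 665/615.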
# Akt phos inh: Akt phosphorylation inhibition; Neuro2A IGF-stimulated pAkt S473 HTRF, 20 min; stronger effect = lower value; activity change, % for hits at 50 µM; 360,000 tested, 0.32% active; in the data active = activity change below about -80%; inconclusive = mostly about -51% to -80%; note: % is set by controls: 0 for no effect and ±100 for the full control effect
#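 Single-point screen (50 µM final compound) in Neuro2A cells stimulated 20 min with 6 nM IGF at 37 deg C. After lysis, Ser473-phosphorylated Akt read by HTRF (ex 330 nm, em 615/665 nm) as the 665/615 ratio.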
# EPAC2 antagonist: blocks human EPAC2 exchange factor | Q8WZA2 | EPAC2 GEF exchange of Rap1B-BODIPY-GDP, fluorescence | Potency, µM (titrated, usually from 114 µM), inactives show top-dose activity, negative = inhibition, hits mostly inhibitors | 360,000 tested, 0.18% active | AID 720708; note: potency is the fitted concentration of half-maximal effect; % is set by controls: 0 for no effect and ±100 for the full control effect; nearly all actives have a fitted effect of over 45% in size; many of its hits are not listed in these tables
# MmCpn inh: M. maripaludis TRiC chaperonin inhibition. purified Mm-Cpn ATPase, ADP Transcreener TR-FRET. Potency, µM (titrated, usually from 76.9 µM), for the others: at the highest dose activity, negative = inhibition, most hits filed as inhibitors. 330,000 tested, 0.031% active; note: potency is the fitted concentration of half-maximal effect; % is set by controls: 0 for no effect and ±100 for the full control effect; nearly all actives have a fitted effect of over 80% in size
#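 Eu-cryptate anti-ADP/ADP-d2 competition gives a ratio inversely related to ADP. Enzyme at 25 nM was pre-exposed to compound for 10 min, then given 10 uM ATP for 30 min, 37°C throughout.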
# Starred values were filed as active, the others as inactive; i = inactive; ? = inconclusive; nt = no result given; [ ] = remark or other dose. Unless noted, calls come from the whole dose curve; as a rule, active = well fitted curve in the direction sought with a large enough effect; inconclusive = small, poorly fitted or top-dose-only effect, or another doubt; inactive = no such curve, though single readings can be large; an effect the other way counts as inactive or inconclusive. Some of the compounds tested; count on the stated rates, not on these rows.
SMILES,D3 ag,EPAC2 agonist,DRD3 antagonist,PTHR1 ag,CCT modulator,Akt phos inh,EPAC2 antagonist,MmCpn inh
O=C(Nc1cc(S(=O)(=O)Nc2ccc(Cl)cc2)ccc1N1CCCCC1)c1ccc(F)cc1Cl,1.7,2.4%,-13.9,i,0.8,i,-9.9%,-4.7%
COCCn1c(SCC(=O)N(C(C)C)C(C)C)nnc1-c1cc2ccccc2cc1O,-2.9,-5.8%,24.2,i,-0.7,i,7.4%,-0.6%
COc1ccc(C(=O)NCCS(=O)(=O)NCc2ccccc2)cc1,-17.4,0.2%,-9.0,-1.1%,1.1,i,8.3%,0.6%
Cc1csc(N=Cc2ccc([N+](=O)[O-])o2)n1,7.7,1.2%,11.4,i,0.7,i,-7.3%,nt
O=[N+]([O-])c1ccc2c(c1Nc1ccccc1Cl)=NC1(CCCCC1)N=2,7.3,6.3%,-13.8,-6.1%,2.2,i,-8.0%,1.9%
COc1ccc(C(=O)NCC(c2cccnc2)N2CCN(c3ccccc3)CC2)cc1OC (configuration not stated),-1.2,13.3%,-27.9,-7.0%,-0.4,i,2.2%,-5.7%
CC(C)Sc1nc(N)c2c3c(sc2n1)CN(C)CC3,-13.7,3.8%,-57.8*,-3.7%[57.5 µM],-2.0,i,-8.2%,-0.4%
CC1=CC(C)(C)NC(=S)N1c1ccc(Cl)cc1,-3.0,10.7%,-19.4,-28.6%,-3.9,i,-4.8%,nt
CCOC(=O)c1[nH]c2ccc(Br)cc2c1NC(=O)CCN1CCCC(C)(C)C1,-8.3,4.1%,-16.6,i,-2.2,i,-8.4%,-4.2%
CS(=O)(=O)N(CC(=O)N1CCCCC1)c1ccc2c(c1)OCO2,0.3,12.5%,-11.5,24.6%[57.5 µM],-3.2,i,-6.0%,0.4%
O=[N+]([O-])c1cccc(C(=S)N2CCN(c3ccccc3F)CC2)c1,-3.2,5.4%,-5.4,-3.5%,-1.3,i,-1.5%,0.0%
O=C(CCCc1c[nH]c2ccccc12)NCc1ccc2c(c1)OCO2,4.5,5.9%,0.5,i,-0.6,i,2.5%,0.7%
CCCCC(=O)Nc1ccc(C(=O)NNC(=S)NC(=O)c2ccco2)cc1,5.1,-2.2%,-0.3,?,-1.0,i,-3.3%,0.6%
Cc1oc(-c2ccccc2F)nc1CS(=O)(=O)CC(=O)NCCCN(C)C1CCCCC1,0.5,-8.2%,-12.7,i,-1.4,i,-0.1%,-22.1%
CC1CC(C)CN(C(=O)Cn2c(=O)oc3cc(S(=O)(=O)N4CCCC4)ccc32)C1 (configuration not stated),-4.6,8.8%,-16.0,i,-1.5,i,-6.4%,-0.1%
O=C(Nc1ccn(-c2ccccc2)n1)c1ccc(Cl)cc1,-4.3,15.6%,-9.2,-26.4%,-1.7,i,-0.5%,-2.7%
CC1(C(=O)NS(=O)(=O)c2cccc(Cl)c2)CCN1C(=O)C1(c2ccc(Cl)cc2)CC1 (configuration not stated),-5.5,3.2%,-1.8,i,-2.3,i,?,nt
Cc1nn(-c2ccccc2)c(N2CCCC2)c1/C=N/NC(=O)c1cc2ccccc2cc1O,8.0,4.6%,63.0,-53.4%[inhibitor],-14.3,i,-4.3%,-0.3%
O=C(NCc1ccccn1)C1CCC(=O)N1C1CCCC1 (configuration not stated),4.4,5.1%,7.3,-13.9%,-0.1,i,7.5%,nt
Cc1ccc2c(c1)[nH]c1c(=O)n(Cc3ccccn3)cnc12,-7.4,-3.9%,-27.6,i,-6.4,i,2.4%,-0.3%
O=C(CN1CCN(Cc2cccc(C(F)(F)F)c2)CC1)NCC(=O)Nc1ccc(F)c(F)c1F,-9.8,-15.4%,12.0,i,0.5,i,-5.0%,nt
Cc1ccc(C)c(NC(=S)N(Cc2ccco2)C(C)c2cccs2)c1 (configuration not stated),3.5,-2.3%,1.8,i,-0.9,i,3.2%,-1.5%
Cc1cccc(N2CC(C(=O)OCC(=O)c3c(N)n(CC(C)C)c(=O)n(C)c3=O)CC2=O)c1C (configuration not stated),21.8,-6.6%,32.3,-42.3%[inhibitor],0.7,i,5.9%,0.2%
CC(C)(C)OC(=O)C[C@@H]1C/C=C\C[C@H](CC(=O)N(CCO)Cc2ccccc2)C(=O)N[C@H](Cc2ccccc2)COC1=O,21.2,-0.1%,0.0,-8.0%,-2.4,i,10.8%,0.2%
O=Cc1ccc2ccc3cccnc3c2n1,-17.4,4.2%,-13.6,i,1.2,i,3.3%,1.9%
CC(C)(C)C(=O)Nc1ccc2c(c1)-c1cc(NC(=O)C(C)(C)C)ccc1C2,4.5,-0.4%,8.9,-6.3%,-2.1,i,0.9%,0.9%
COC(=O)C1=CO[C@@H](O[C@@H]2O[C@H](CO)[C@@H](O)[C@H](O)[C@H]2O)C2C1C=C[C@@]2(O)CO (some centres not stated),0.0,11.4%,0.0,8.9%,-1.9,i,23.0%,0.1%
COc1ccc(CCNC(=O)c2nnn(CC(=O)Nc3ccc(C)cc3C)c2N)cc1OC,-2.6,-8.2%,-14.8,i,1.5,i,8.6%,3.6%
O=C(O)CCC(=O)Nc1ccc(F)cc1,-8.6,6.4%,-17.5,i,-0.4,i,4.3%,-0.6%
O=C(NCCC1=CCCCC1)C1CCC(=O)N(Cc2ccc(Cl)cc2)C1 (configuration not stated),-7.2,9.5%,-13.7,i,0.2,i,23.2%,-5.0%
CN(c1ccccc1C(=O)Nc1ccc(S(=O)(=O)N2CCCC2)cc1)S(C)(=O)=O,6.9,6.9%,6.5,-5.9%,1.3,i,-4.0%,0.9%
COC(=O)Nc1ccc(S(=O)(=O)N2CCCCC2C(=O)NCc2ccco2)cc1 (configuration not stated),-0.7,7.2%,5.3,-1.8%[57.5 µM],1.1,i,-4.8%,0.3%
O=C(c1ccc(N2CCN(S(=O)(=O)c3ccccc3)CC2)c([N+](=O)[O-])c1)N1CCOCC1,-4.1,3.8%,-2.1,-29.8%,0.1,i,15.6%,-15.2%
C/C(Nc1ccc(Cl)cc1)=C1/CCOC1=O,2.3,4.0%,34.9,i,-1.3,i,0.0%,nt
CCN(c1ccccc1)c1nc(C#N)nc(N(CC)c2ccccc2)n1,0.1,11.1%,-22.2,-43.7%[inhibitor],-3.7,i,-1.5%,-0.8%
C=CCNc1nc(Nc2ccc([N+](=O)[O-])cc2)nc(N2CCCC2)n1,3.1,18.1%,0.8,-16.8%,1.7,i,-10.6%,?
O=C(O)C1=CCCc2ccc(F)cc21,15.1,10.2%,8.8,i,0.6,i,0.7%,nt
COc1cccc(OCC(O)CN2CCN(C)CC2)c1 (configuration not stated),-27.3,22.3%,?,-8.1%,-4.5,i,-2.7%,0.2%
CCN1CC(CN(C)Cc2nc(-c3ccc(C(F)(F)F)cc3)no2)CC1=O (configuration not stated),-1.9,4.2%,-7.6,-42.8%[inhibitor],-2.7,i,1.0%,0.4%
CCOc1ccc(C2C(C(=O)c3ccco3)=C(O)C(=O)N2Cc2cccnc2)cc1 (configuration not stated),-1.1,2.6%,-8.2,i,0.6,i,-1.3%,-2.7%
CN1/C(=C/C=C(C#N)C#N)C=Cc2ccccc21,-8.7,-64.8%[inhibitor],?,i,-0.5,i,26.1%,-3.2%
COC(=O)c1[nH]c2c(c1C)C(=O)CC(c1cccc(OC)c1)C2 (configuration not stated),-25.1,16.8%,-24.3,-7.0%,-4.8,i,0.5%,0.3%
O=C(CN1C(=O)C(=O)N(Cc2ccccc2)C1=O)Nc1cc(Cl)cc(Cl)c1,-0.2,8.9%,-18.6,-34.5%[inhibitor],-0.4,i,-14.1%,-2.4%
COc1ccc(CC(=O)Oc2ccc(C(C)(C)C)cc2)cc1S(=O)(=O)N1CCOCC1,1.8,-8.8%,26.8,-33.1%[inhibitor],0.3,i,-14.1%,2.4%
O=C(NCC1CC1)c1ccc2c3n(nc2c1)-c1ccc(Cl)cc1CO3,20.9,0.6%,-6.7,-52.9%[inhibitor],-2.6,i,9.9%,nt
O=C(c1ccc(F)cc1)n1ccc(-c2cnc(-c3ccccc3)s2)n1,4.3,-0.2%,-19.7,-0.4%,0.6,i,9.6%,0.7%
O=C(O)c1ccc2cccnc2n1,4.1,11.7%,1.3,i,-0.6,i,0.2%,-4.2%
COCCCNC(=O)C1CC(=O)N(C2CCCC2)C1 (configuration not stated),-2.1,5.3%,8.8,i,-3.5,i,-0.4%,1.3%
CCn1c(CC(=O)Nc2ccccc2F)nnc1SCC(=O)NC1CCCC1,-5.0,11.0%,-10.1,i,0.2,i,0.2%,2.9%
Cc1cc(C)nc(NC2=NCCN2C(=S)Nc2ccc(C)c(C)c2)n1,-3.3,0.0%,-4.1,i,-2.1,i,2.8%,0.2%

# Next structures follow:
SMILES,D3 ag,EPAC2 agonist,DRD3 antagonist,PTHR1 ag,CCT modulator,Akt phos inh,EPAC2 antagonist,MmCpn inh
COc1cccc(C=Cc2nccc3ccccc23)c1OC,6.6,16.3%,7.6,-42.3%[inhibitor],-0.8,i,-18.2%,nt
Cc1ccc(OCC(=O)NCc2ccccc2)c([N+](=O)[O-])n1,6.8,0.0%,-5.9,-26.7%,-2.0,i,2.0%,-0.2%
C(=N\c1c(-c2ccccc2)nc2n1CCS2)/c1ccccc1,-7.4,14.8%,?,i,-1.5,i,-13.8%,1.1%
COc1ccc(C)cc1S(=O)(=O)N1CCN(c2cccc(C(F)(F)F)c2)CC1,0.2,-6.5%,6.0,-22.8%,-2.6,i,-14.9%,-1.6%
N#Cc1c(N)n(-c2ccc(O)cc2)c2nc3ccccc3nc12,-5.5,1.7%,1.4,i,-2.6,i,9.4%,2.7%
Cn1c(SCC(=O)N2CCCC2)nnc1-c1cccs1,-20.2,21.1%,-19.1,i,-1.0,i,3.7%,-0.5%
COc1ccc(N2C(=S)NC3N2C(=S)NC3(C)c2ccccc2)cc1 (configuration not stated),6.3,7.7%,-3.3,i,0.1,i,-9.7%,0.7%

# Compound profiles (already shown). Order of values: D3 ag	EPAC2 agonist	DRD3 antagonist	PTHR1 ag	CCT modulator	Akt phos inh	EPAC2 antagonist	MmCpn inh
# COc1ccc(C)cc1S(=O)(=O)N1CCN(c2cccc(C(F)(F)F)c2)CC1 across the screens: 0.2	-6.5%	6.0	-22.8%	-2.6	i	-14.9%	-1.6%
# C(=N\c1c(-c2ccccc2)nc2n1CCS2)/c1ccccc1 across the screens: -7.4	14.8%	?	i	-1.5	i	-13.8%	1.1%
